Screening data as filed in PubChem BioAssay.
Pol eta inh – blocks human DNA polymerase eta activity; 1.2% of 390,000 active; Potency, µM (series often up to 114 µM), for the others: top-dose activity change, negative = inhibition, usual class: inhibitors; Q9Y253; recombinant Pol eta, fluorescent DNA replication assay; also: potency is read from the fitted curve at half-maximal effect; % is scaled to controls: 0 for no effect and ±100 for the full control effect
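Fluorescent replication assay: 50 nM final substrate added after a 15 min room-temperature compound preincubation with 10 nM enzyme. Signal taken at 0 min and again at 10 min.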
APEX1 inh – APE1 (human) endonuclease inhibition; Potency, µM (highest dose often 65.8 µM), without a hit: top-dose activity change, negative = inhibition, usual class: inhibitors; P27695; 0.35% of 350,000 active; recombinant APE1, TAMRA/BHQ-2 abasic DNA cleavage fluorescence;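 also: potency is read from the fitted curve at half-maximal effect; plate controls were vehicle for no effect and reference inhibitor for full effect; nearly all actives have a fitted effect of over 55% in size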
Target sequence (P27695 whole entry, looked up): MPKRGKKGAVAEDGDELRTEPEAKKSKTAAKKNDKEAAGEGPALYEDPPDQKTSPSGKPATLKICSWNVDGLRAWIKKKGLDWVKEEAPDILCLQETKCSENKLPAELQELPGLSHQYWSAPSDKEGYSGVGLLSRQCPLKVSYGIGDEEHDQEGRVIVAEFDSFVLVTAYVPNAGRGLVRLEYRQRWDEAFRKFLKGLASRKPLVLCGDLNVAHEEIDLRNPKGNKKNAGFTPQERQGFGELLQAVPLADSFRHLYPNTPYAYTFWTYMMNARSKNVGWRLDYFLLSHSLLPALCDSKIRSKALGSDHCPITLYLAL
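Incision of a quenched TAMRA/BHQ-2 THF abasic-site duplex (50 nM) by 0.75 nM APE1, after 15 min compound preincubation, measured as fluorescence increase over three 60 s reads. Values normalized to buffer, DMSO and NSC13755 control wells.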
POLB inh – inhibitors of human DNA polymerase beta | P06746 | Pol beta primer extension/strand displacement, fluorescence kinetic | Potency, µM (series often up to 114 µM), inactives show at the top dose activity change, negative = inhibition, actives largely listed as inhibitors | 1.3% of 340,000 active | AID 485314; also: potency is read from the fitted curve at half-maximal effect; % is scaled to controls: 0 for no effect and ±100 for the full control effect
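Pol beta (10 nM) and compounds were preincubated 15 min at room temperature, then 50 nM substrate (final) started primer extension/strand displacement. Reads were taken at 0 and 10 min; concentration-response data were fitted to a four-parameter Hill equation.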
LDHA block – inhibitors of human lactate dehydrogenase A | activity change, % (values are at about 110 or 230 µM) | P00338 | purified LDHA, NADH/diaphorase-resazurin fluorescence; hits give low values | 0.15% of 480,000 active; in the data active = activity change below about -30%; inconclusive = mostly about -25% to -30%;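 also: plate controls were DMSO wells for no effect and wells without enzyme for full effect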
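Human LDH5 (2 nM) was incubated with 0.06 mM NADH and 0.2 mM pyruvate for 5 min at room temperature in Tris pH 7.4. Remaining NADH was coupled through diaphorase/resazurin, and resorufin fluorescence was read at 0 and 20 min.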
Pol kappa inh – blocks human DNA polymerase kappa activity; 0.53% of 400,000 active; AID 588579; purified Pol kappa, fluorescent DNA synthesis assay, 10 min; Q9UBT6; Potency, µM (top dose mostly 107 µM), without a hit: at the top dose activity, negative = inhibition, usual class: inhibitors; also: potency is read from the fitted curve at half-maximal effect; % is scaled to controls: 0 for no effect and ±100 for the full control effect
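Readout: fluorescence, taken kinetically at 0 and 10 min. Conditions: 10 nM Pol kappa, 15 min RT compound preincubation, 50 nM substrate final. Controls: enzyme-free buffer wells.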
ERG-DNA inh – inhibitors of human ERG Ets domain-DNA interaction; fluorescence polarization, His-ERG Ets domain / labelled DNA; P11308; AID 624246; Potency, µM (series often up to 76.9 µM), inactives show top-dose FP activity, negative = inhibition, most hits filed as inhibitors; 0.028% of 370,000 active; active = well fitted inhibition curve with a large enough effect in the polarisation, with a control signal flat; inconclusive = small, poorly fitted or top-dose-only effect, or effect the other way, or a change in a side signal; inactive = no such curve, though single readings can be large or run the other way; the % refers to the polarisation;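 also: polarization taken with two DNA probes labelled with fluorescein and Texas red; potency is read from the fitted curve at half-maximal effect; % of control where 0% means no effect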
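His-tagged ERG Ets domain (1 uM in the protein solution; 300mM KCl, 50mM Tris-HCl, 1mM EDTA, 1mM DTT, pH 7.5) received compound, then a probe mix of 5 nM fluorescein-DNA and 100nM Texas-615-DNA. Fluorescence polarization was read for both dyes.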
12-LOX inh – inhibitors of human 12S-lipoxygenase ALOX12. purified 12hLO, xylenol orange hydroperoxide absorbance. AID 1671190. P18054. Potency, µM (doses to about 108 µM), for inactives: top-dose activity change, negative = inhibition, usual class: inhibitors. 1.1% of 580,000 active; also: potency is read from the fitted curve at half-maximal effect; % is scaled to controls: 0 for no effect and ±100 for the full control effect
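Purified human 12hLO at 150 nM in 25 mM Hepes, 0.01% Triton X-100, pH 7.0, preincubated 15 min at room temperature with compound. Reaction started with 40 uM arachidonic acid, 30 min at room temperature. Hydroperoxide measured by Fe-xylenol orange, 573/405 nm absorbance ratio.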
RGS4 inhibitor – blocks human RGS4-accelerated GTP hydrolysis; P49798; Transcreener GDP fluorescence polarization, RGS4-accelerated GTP hydrolysis; Potency, µM (doses to about 114 µM), inactives show at the highest dose activity change, negative = inhibition, hits mostly inhibitors; 0.039% of 390,000 active; also: potency is read from the fitted curve at half-maximal effect; % is scaled to controls: 0 for no effect and ±100 for the full control effect; nearly all actives have a fitted effect of over 75% in size; some results filed as inactive show a strong effect at the top dose
Target sequence (P49798 whole entry, looked up): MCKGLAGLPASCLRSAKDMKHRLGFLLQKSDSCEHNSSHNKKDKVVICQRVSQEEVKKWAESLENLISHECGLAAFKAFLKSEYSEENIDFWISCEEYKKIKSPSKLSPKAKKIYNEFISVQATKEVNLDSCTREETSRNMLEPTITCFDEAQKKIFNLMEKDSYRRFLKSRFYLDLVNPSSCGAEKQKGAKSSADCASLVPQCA
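MLSMR compounds (23 nl, pin-transferred) preincubated 10 min at room temperature with a 500nM (2x) first reagent, then RGS4 at 900nM (2x) plus Transcreener GDP mix added; fluorescence polarization (620/688 nm) read before and after 90 min at 30 °C.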
Apoferritin bind – candidate novel general anesthetic via apoferritin binding; P02791; apoferritin/1-aminoanthracene competitive binding, fluorescence; Potency, µM (highest dose often 77.5 µM), for inactives: at the top dose activity change, negative = displacement, most hits filed as inhibitors; 0.074% of 350,000 active; AID 485281; also: potency is read from the fitted curve at half-maximal effect; % is scaled to controls: 0 for no effect and ±100 for the full control effect; nearly all actives have a fitted effect of over 20% in size
Target sequence (P02791 2-175 limits assumed): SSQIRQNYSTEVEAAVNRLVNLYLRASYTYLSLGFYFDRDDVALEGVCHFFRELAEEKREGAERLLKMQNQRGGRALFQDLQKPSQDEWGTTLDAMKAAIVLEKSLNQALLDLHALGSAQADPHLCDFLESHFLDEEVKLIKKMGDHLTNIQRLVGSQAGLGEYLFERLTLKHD
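Probe: 1-aminoanthracene (50% saturated, PBS). Protein: horse-spleen apoferritin, 10 uM. Incubation: 10 min, room temperature. Detection: 380 nm excitation, 535 nm emission. Analysis: normalized response, four-parameter Hill.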
The depositor's hits bear a star; & = joins results of further samples; [ ] = remark or other dose. Unless noted, calls follow the shape of the dose curve; as a rule, active = well fitted curve in the direction sought with a large enough effect; inconclusive = small, poorly fitted or top-dose-only effect, or another doubt; inactive = no such curve, though single readings can be large; an effect the other way counts as inactive or inconclusive. Only part of the results is shown; count on the stated rates, not on these rows.

For O=C(c1ccc(Cl)cc1)N1CCN(C(=O)C2CCCCC2)CC1 the results were Pol eta inh -15%, APEX1 inh 51%[activator], POLB inh 6%, LDHA block -8, Pol kappa inh -10%, ERG-DNA inh -2%, 12-LOX inh 0%, RGS4 inhibitor -50% and Apoferritin bind 0%.
`Cc1ccc(NC(=S)NCCc2ccc(Cl)cc2)c(C)c1` gave Pol eta inh -30%, APEX1 inh 3%, POLB inh 27%, LDHA block -2, Pol kappa inh -8%, ERG-DNA inh 4%, 12-LOX inh 35µM*, RGS4 inhibitor -26% and Apoferritin bind 0%.
`Cc1ccc(N2CC(C(=O)Nc3ccc(S(=O)(=O)Nc4nccs4)cc3)CC2=O)cc1C` (centres undefined) gave Pol eta inh -5%, APEX1 inh 27%, POLB inh 23%, LDHA block -6, Pol kappa inh -17%, ERG-DNA inh -6%, 12-LOX inh -16%, RGS4 inhibitor 10% and Apoferritin bind 5%.
`CC(=O)c1ccc(N2CCN(S(=O)(=O)c3ccc(-c4cnc(C5CC5)o4)cc3)CC2)cc1` gave Pol eta inh -27%&2%, APEX1 inh -20%, POLB inh inconclusive, LDHA block -4&-17, Pol kappa inh -25%, ERG-DNA inh 0%&0%, 12-LOX inh -28%, RGS4 inhibitor 9%&29% and Apoferritin bind -4%&1%.
Screening C=C(C)COc1ccc(-c2[nH]ncc2Oc2ccc(OC)cc2)c(O)c1 returned Pol eta inh 22%, APEX1 inh -7%, POLB inh -15%, LDHA block -1, Pol kappa inh -7%, ERG-DNA inh 6%, 12-LOX inh inconclusive, RGS4 inhibitor 4%[11.4 µM] and Apoferritin bind inconclusive.
For NCC/C=C1/c2ccccc2CSc2ccccc21 the results were Pol eta inh -3%, APEX1 inh 1%, POLB inh -9%, LDHA block -6, Pol kappa inh -1%, ERG-DNA inh -2%, 12-LOX inh -11%, RGS4 inhibitor -17% and Apoferritin bind -4%.
Screening CCOCCCNCc1ccc(OCCC(C)C)c(OC)c1 returned Pol eta inh -4%, APEX1 inh 0%, POLB inh 14%, LDHA block -4, Pol kappa inh -6%, ERG-DNA inh 0%, 12-LOX inh -25%, RGS4 inhibitor -24% and Apoferritin bind inconclusive.
O=C(NC1=NCCS1)c1ccc(C(F)(F)F)cc1 was read as Pol eta inh 1%, APEX1 inh 21%, POLB inh -2%, LDHA block -2, Pol kappa inh 5%, ERG-DNA inh -1%, 12-LOX inh inactive, RGS4 inhibitor -2% and Apoferritin bind -4%.
Cc1cc(/C=C(\C#N)C(=O)NCc2ccco2)c(C)n1C1CCCC1 was read as Pol eta inh -4%, APEX1 inh -3%, POLB inh 21%, LDHA block -1, Pol kappa inh -32%, ERG-DNA inh 0%, 12-LOX inh -19%, RGS4 inhibitor -18% and Apoferritin bind -2%.
For CC1=NN(C(C#N)c2c(C)nn(Cc3ccccc3)c2C)C(C)(C)C1 (centres undefined) the results were Pol eta inh -18%, APEX1 inh 0%, POLB inh -22%, LDHA block 2, Pol kappa inh 3%, ERG-DNA inh 4%, 12-LOX inh 0%, RGS4 inhibitor 4% and Apoferritin bind -6%.
Screening CCn1c(SCC(=O)Nc2ccc(C)cc2)nc2nc3c(cc2c1=O)COC(C)(C)C3 returned Pol eta inh -13%, APEX1 inh 10%, POLB inh -21%, LDHA block 7, Pol kappa inh 11%, ERG-DNA inh 8%, 12-LOX inh inconclusive, RGS4 inhibitor -10% and Apoferritin bind -2%.
For COc1ccccc1C(=O)NCCC(=O)NCC(c1ccco1)N1CCCCC1 (centres undefined) the results were Pol eta inh 4%, APEX1 inh 5%, LDHA block -8, Pol kappa inh -8%, ERG-DNA inh -21%, 12-LOX inh 18% and RGS4 inhibitor -4%.
Cc1onc(-c2c(Cl)cccc2Cl)c1C(=O)NCC1CCCO1 (centres undefined) was read as Pol eta inh -9%, APEX1 inh 2%, POLB inh 6%, LDHA block 2, Pol kappa inh -6%, 12-LOX inh 22%, RGS4 inhibitor 19% and Apoferritin bind 2%.
Screening Cc1ccc2nc3c(c(C(=O)OCC(=O)N(C)C4CCS(=O)(=O)C4)c2c1)CCCC3 (centres undefined) returned Pol eta inh -15%, APEX1 inh -5%, POLB inh 1%, LDHA block -5, Pol kappa inh -11%, ERG-DNA inh -14%, 12-LOX inh 0%, RGS4 inhibitor -6% and Apoferritin bind -4%.
O=C(Cn1nnc(-c2ccccc2F)n1)NCCc1ccccc1 was read as Pol eta inh -11%, APEX1 inh 2%, POLB inh 20%, LDHA block -3, Pol kappa inh 2%, ERG-DNA inh 3%, 12-LOX inh -7%, RGS4 inhibitor -24% and Apoferritin bind -6%.
For COc1ccc2c(c1)c(=O)c(S(=O)(=O)c1ccccc1)cn2CC(=O)Nc1ccc(C)c(Cl)c1 the results were Pol eta inh -22%, POLB inh 4%, LDHA block -13, Pol kappa inh -6%, ERG-DNA inh 0%, 12-LOX inh inconclusive, RGS4 inhibitor -15% and Apoferritin bind -14%.
Screening CCc1ccccc1NC(=S)N(CCN(C)C)Cc1cccs1 returned Pol eta inh -17%, APEX1 inh 12%, POLB inh -2%, LDHA block -1, Pol kappa inh 10%, ERG-DNA inh 4%, 12-LOX inh 10%, RGS4 inhibitor -33% and Apoferritin bind -8%.
`CC(C)C(C(=O)Nc1ccc(S(=O)(=O)N2CCOCC2)cc1)N1C(=O)c2ccccc2C1=O` (centres undefined) gave Pol eta inh -16%, APEX1 inh -11%, POLB inh 6%, LDHA block -1, Pol kappa inh -13%, ERG-DNA inh -3%, 12-LOX inh -3%, RGS4 inhibitor -17% and Apoferritin bind inconclusive.
COc1ccc(-c2n[nH]c(=S)n2-c2ccc3c(c2)OCCO3)cc1OC was read as Pol eta inh -22%, APEX1 inh 4%, POLB inh 21%, LDHA block -4, Pol kappa inh -15%, ERG-DNA inh -11%, 12-LOX inh inconclusive, RGS4 inhibitor -13%[56.9 µM] and Apoferritin bind -3%.
For CCCCCC(=O)N1CCCC(c2nc(-c3ccc(OC)cc3)no2)C1 (centres undefined) the results were Pol eta inh -19%, APEX1 inh -2%, POLB inh inconclusive, LDHA block -3, Pol kappa inh -6%, ERG-DNA inh -2%, 12-LOX inh 0%, RGS4 inhibitor 3% and Apoferritin bind inconclusive.
`O=C(COC(=O)c1ccc2c(=O)n3c(nc2c1)CCC3)Nc1ccc(OC(F)F)cc1` gave Pol eta inh -10%, APEX1 inh 0%, POLB inh 5%, LDHA block -3, Pol kappa inh 5%, ERG-DNA inh 2%, 12-LOX inh -15%, RGS4 inhibitor 1% and Apoferritin bind -6%.
For COc1ccc(Cc2nnc(N/N=C/c3ccc(N(C)C)cc3)[nH]c2=O)cc1OC the results were Pol eta inh -4%, APEX1 inh -2%, POLB inh 38%, LDHA block 2, Pol kappa inh -10%, ERG-DNA inh 19%, 12-LOX inh 22%, RGS4 inhibitor 8% and Apoferritin bind -5%.
For COc1ccc(/C=N/NC(=O)Cn2c(Cc3ccc(OC)c(OC)c3)nc3ccccc32)cc1OC the results were Pol eta inh -15%, APEX1 inh 14%, POLB inh 39%, LDHA block 0, Pol kappa inh -14%, ERG-DNA inh 15%, 12-LOX inh -11%, RGS4 inhibitor -11% and Apoferritin bind -13%.
For Cc1ccc(-c2noc(CN(C(=O)C(c3ccccc3)c3ccccc3)C(C)C)n2)cc1 the results were Pol eta inh inconclusive, APEX1 inh -5%, POLB inh 1%, LDHA block -3, Pol kappa inh -6%, ERG-DNA inh 0%, 12-LOX inh 0%, RGS4 inhibitor -24% and Apoferritin bind 71%[activator].
Screening Fc1cccc(NC(=S)N2CCCC2)c1 returned Pol eta inh -2%, APEX1 inh -1%, POLB inh 6%, LDHA block -8, Pol kappa inh 0%, ERG-DNA inh -16%, 12-LOX inh -18%, RGS4 inhibitor 10% and Apoferritin bind -8%.
`CC1CCN(S(=O)(=O)c2ccc(NC(=O)CN3C(=O)NC(C)(c4ccccc4)C3=O)cc2)CC1` (centres undefined) gave Pol eta inh -9%, APEX1 inh -4%, LDHA block -5, Pol kappa inh -11%, ERG-DNA inh 19%, 12-LOX inh inconclusive and RGS4 inhibitor -2%.
Screening O=C(c1ccco1)N1CCN(Cc2ccccc2F)CC1 returned Pol eta inh -22%, APEX1 inh 37%[activator], POLB inh 11%, LDHA block -7, Pol kappa inh -1%, ERG-DNA inh -3%, 12-LOX inh -37%, RGS4 inhibitor 10% and Apoferritin bind -2%.
Screening COc1ccc(NC(=O)Cn2cnc3ccccc3c2=O)cc1OC returned Pol eta inh 5%, APEX1 inh 1%, POLB inh inconclusive, LDHA block 0, Pol kappa inh 3%, ERG-DNA inh -8%, 12-LOX inh 0%, RGS4 inhibitor -5% and Apoferritin bind -1%.
Screening Cc1ccc2oc(-c3ccco3)cc(=O)c2c1 returned Pol eta inh -7%, APEX1 inh -5%, POLB inh -28%, LDHA block -3, Pol kappa inh 1%, ERG-DNA inh 10%, 12-LOX inh inconclusive, RGS4 inhibitor -19% and Apoferritin bind -12%.
Screening Cc1cc(SCC(=O)Nc2nsc(-c3ccc(C(C)(C)C)cc3)n2)nc2ccccc12 returned Pol eta inh -12%, POLB inh 20%, LDHA block 0, Pol kappa inh -4%, ERG-DNA inh 0%, 12-LOX inh -13%, RGS4 inhibitor -4% and Apoferritin bind -2%.
